cardiac RTF act = cardiac RTF calcium sensitivity activators, primary screen, biochemical, IANBD-TnC fluorescence, EC20 calcium; Troponin I, cardiac muscle (Homo sapiens) + Troponin T, cardiac muscle (Homo sapiens) + …; activation, % at 7.2 µM; AID 493008, 2010; 0.24% of 340,000 active; IANBD-labeled TnC RTF fluorescence at EC20 calcium; 0% EC20 calcium, 100% full calcium;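 active = activation above the mean over all tested compounds plus 3 SD, cut at about 30% in these data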;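 also: rise in fluorescence read as greater calcium sensitivity of cardiac thin filaments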
CAL PDZ FP-1 = untagged CAL PDZ binding inhibitors, primary screen, biochemical, fluorescence polarization, HTS; AID 602252, 2012; 0.92% of 300,000 active; purified CAL PDZ, TMR-peptide fluorescence polarization, 1 h; inhibition, % at 24.9 µM;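 active = mean inhibition of at least 30% with at least half of replicates also reaching 30%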;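 also: 0% = DMSO neutral control and 100% = excess unlabeled competitor peptide PRC23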
SR-BI uptake up = activators of SR-BI mediated DiI-HDL uptake, primary screen, ldlA[mSR-BI] CHO cells, DiI fluorescence. activation, % at 12.5 µM. 0.096% of 320,000 active. 3 h; 100 = double the neutral-control signal;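 active = mean replicate activation of at least 60% and every replicate at or above 60%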;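 also: 0% = median plate neutral-control signal and 100% = twice that signal; values of inactives mirror those of a sister screen read the other way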
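System: CHO ldlA[mSR-BI] cells / Medium: HEPES-buffered (25 mM, pH 7.4) F12 plus 0.5% BSA / Probe or stimulus: labelled HDL, 10 µg/mL / Doses: single compound concentration, delivered by pin transfer / Schedule: 3 h, 37 °C / Measured by: DiI fluorescence, bottom read / Measure: cell-associated DiI fluorescence as measure of HDL uptake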
CAL PDZ FP-2 = CAL PDZ peptide-binding inhibitors, primary screen, biochemical, fluorescence polarization, Cer-tagged CAL PDZ, HTS. Golgi-associated PDZ and coiled-coil motif-containing protein (Homo sapiens), Q9HD26. purified CAL PDZ, TMR-peptide fluorescence polarization, 1 h. inhibition, % at 20 µM. 0.02% of 330,000 active. AID 504414, 2011;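 active = highest replicate inhibition of at least 40%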;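 also: plate controls were DMSO neutral control wells for no effect and unlabeled competitor peptide control wells for full effect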
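Test system: purified CerCALP PDZ construct; Compound dosing: one concentration, 20 µM compound; Also added: TMR-labelled reporter peptide T*-PRC34 bound in PDZ groove; Read-out: inhibition from polarization loss; Controls: unlabelled peptide and DMSO controls; Signal: FP readout, S and P plane fluorescence; Incubation: 1 h at RT.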
RTF Ca sens inh = cardiac RTF calcium sensitivity inhibitors, primary screen, biochemical, IANBD-TnC fluorescence, EC70 calcium | Troponin I, cardiac muscle (Homo sapiens) + Troponin T, cardiac muscle (Homo sapiens) + … | IANBD-labeled cardiac RTF, Ca2+ fluorescence | inhibition, % at 7.15 µM | 0.12% of 340,000 active | AID 493244, 2011;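 active = inhibition above the mean inhibition of all tested compounds plus 3 SD, cut at about 17% in these data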;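 also: assay run at fixed EC70 calcium of 1.6 mM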
Rtt109 Vps75 = inhibitors of C. albicans Rtt109/Vps75 HAT, primary screen, biochemical, ThioGlo CoA-SH fluorescence, plate reader | Histone acetyltransferase RTT109 (Candida albicans (strain SC5314 / ATCC MYA-2876)), … | purified Rtt109/Vps75, 4 h | inhibition, % at 34.9 µM | 0.16% of 330,000 active;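 active = inhibition of at least 50% in every replicate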
Target sequence (Q5AAJ8 whole entry, looked up): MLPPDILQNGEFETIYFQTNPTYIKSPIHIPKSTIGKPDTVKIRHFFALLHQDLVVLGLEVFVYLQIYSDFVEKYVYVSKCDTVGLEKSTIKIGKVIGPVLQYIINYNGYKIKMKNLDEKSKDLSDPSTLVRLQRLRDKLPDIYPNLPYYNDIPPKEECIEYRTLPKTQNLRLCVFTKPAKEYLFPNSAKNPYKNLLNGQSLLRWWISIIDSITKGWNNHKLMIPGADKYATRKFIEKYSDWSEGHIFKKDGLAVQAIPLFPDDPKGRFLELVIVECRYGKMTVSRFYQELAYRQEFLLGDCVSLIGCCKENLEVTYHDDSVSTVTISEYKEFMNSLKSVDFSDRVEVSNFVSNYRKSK
PKA-R2B act = activators of PKA-R2B holoenzyme, primary screen, biochemical, fluorescence polarization, Cy5-IP20, human. activation, % at 11.4 µM. cAMP-dependent protein kinase catalytic subunit beta (Homo sapiens) + cAMP-dependent …. PKA-R2B holoenzyme dissociation; R2B truncated from residue 108, S112A mutant; 0% DMSO only, 100% 113 µM cGMP. 0.079% of 340,000 active;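 active = activation above a cutoff set at the mean over all compounds plus 3 SD, cut at about 18% in these data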;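 also: higher means more holoenzyme dissociation and a rise in polarization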
C-LANA FP = inhibitors of KSHV C-LANA binding to DNA, primary screen, biochemical, fluorescence polarization, FAM-LBS DNA, MBP-C-LANA, single point; inhibition, % at 9 µM; Kaposi's sarcoma herpesvirus LANA C-terminal domain (residues 932-1162) DNA binding; 0.078% of 340,000 active;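 active = highest replicate inhibition at or above 60% at 9 µM, even if other replicates fall short; inactive = all replicates below 60% inhibition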;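 also: 0% = neutral control wells and 100% = 4 µM acridine orange control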
DAGLB inhibitor = DAGLB lipase inhibitors, primary screen, biochemical, fluorescence, HTS | inhibition, % at 5.17 µM | 0.059% of 340,000 active | AID 504411, 2011 | Diacylglycerol lipase-beta (Homo sapiens), Q8NCG7 | HEK293T DAGLB membrane lysate, EnzChek fluorogenic substrate; in the data active = inhibition above about 34%;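 also: 0% = enzyme with vehicle and 100% = wells lacking enzyme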
Keap1 Nrf2 FP = Keap1-Nrf2 protein-protein interaction inhibitors, primary screen, biochemical, fluorescence polarization, single point; Keap1 Kelch-Nrf2 peptide fluorescence polarization, 1536-well; Kelch-like ECH-associated protein 1 (Homo sapiens), Q14145; inhibition, % at 9.4 µM; 0.15% of 340,000 active; in the data active = inhibition above about 12%;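 also: human Keap1 Kelch domain with fluorescein labeled Nrf2 9mer peptide probe; 0% = neutral control wells and 100% = peptide positive control; higher means more block of Keap1 binding to Nrf2 peptide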
Target sequence (Q14145 whole entry, looked up, the tested form may be a part): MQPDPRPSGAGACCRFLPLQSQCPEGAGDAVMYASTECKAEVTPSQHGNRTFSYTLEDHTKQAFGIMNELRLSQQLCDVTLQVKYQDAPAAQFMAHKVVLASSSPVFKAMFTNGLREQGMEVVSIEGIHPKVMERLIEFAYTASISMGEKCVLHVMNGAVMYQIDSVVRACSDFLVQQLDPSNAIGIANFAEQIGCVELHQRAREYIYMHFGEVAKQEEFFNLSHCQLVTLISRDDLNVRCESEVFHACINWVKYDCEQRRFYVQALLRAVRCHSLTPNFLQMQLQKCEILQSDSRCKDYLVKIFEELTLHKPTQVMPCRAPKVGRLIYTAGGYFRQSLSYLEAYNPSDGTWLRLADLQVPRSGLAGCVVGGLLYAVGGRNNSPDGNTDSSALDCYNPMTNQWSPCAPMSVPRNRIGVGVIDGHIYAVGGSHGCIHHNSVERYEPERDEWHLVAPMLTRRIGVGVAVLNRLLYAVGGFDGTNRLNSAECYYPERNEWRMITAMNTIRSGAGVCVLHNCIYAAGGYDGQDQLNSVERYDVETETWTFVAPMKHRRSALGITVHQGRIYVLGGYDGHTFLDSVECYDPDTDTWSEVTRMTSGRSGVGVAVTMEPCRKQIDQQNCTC
Starred values were filed as active, the others as inactive; x = no result given.

cardiac RTF act	CAL PDZ FP-1	SR-BI uptake up	CAL PDZ FP-2	RTF Ca sens inh	Rtt109 Vps75	PKA-R2B act	C-LANA FP	DAGLB inhibitor	Keap1 Nrf2 FP	SMILES
-3	0	-24	0.6	4	2	-4	9.7	-13	1	CCc1cc(C(=O)c2ccc(Br)cc2)c(NC(=O)CN(CC)CC)s1
-1	-3	40	-0.4	-2	-13	-5	0.3	2	1	Cc1nn(CC(=O)N2CCN(c3ccccc3)CC2)c(=O)c2cccn12
4	0	29	-0.5	-5	2	-2	0.3	0	0	Cc1ccc(C)c(NC(=O)C2CCC(C)(C(=O)O)C2(C)C)c1 (centres undefined)
-7	-1	4	-0.6	3	-7	-11	2.2	2	2	CCCCNC(=S)NNC(=O)c1sccc1C
-2	6	22	-0.7	-7	8	0	0.6	0	4	O=C(CN(C(=O)CCC(=O)Nc1nccs1)c1ccc2c(c1)OCO2)NCC1CCCO1 (centres undefined)
-13	2	-25	0.1	6	9	-8	3.0	-5	-1	CCn1cnc2c(Nc3cc(F)cc(F)c3)nc(C#N)nc21
5	5	-14	2.5	-2	12	-10	-1.0	7	2	Cc1ccc(Cn2c(CCNc3nc(-c4ccc(Cl)c([N+](=O)[O-])c4)cs3)nc3cc(C(=O)NCCCO)ccc32)cc1
3	-4	-15	0.1	-4	0	-10	-1.6	-2	-1	COCCCNC(=O)c1ccc(S(=O)(=O)c2ccc(C)cc2)c(NC(C)=O)c1
0	-5	-14	-2.0	7	16	11	24	-5	2	COc1ncccc1C(=O)N1CCCC(N2CCN(c3ccc(F)cc3)CC2)C1 (centres undefined)
-2	1	13	-0.1	-12	-11	-10	-2.7	-4	3	CN(C)C(=O)c1cnc(-c2ccccc2)nc1-c1ccccc1
-1	6	38	-0.5	7	10	-6	-0.6	2	1	O=C(CNCc1ccc(Cl)cc1)NCc1ccco1
4	-4	9	-1.2	6	0	-3	2.4	1	-2	CC(CC(=O)O)CC(=O)Nc1cccc([N+](=O)[O-])c1 (centres undefined)
-1	0	13	-0.9	-3	7	-12	0.4	0	-6	CCNC(=O)C1CCN(S(=O)(=O)c2ccc(F)cc2)CC1
-3	-3	1	-1.6	-4	-2	10	0.0	-2	-2	Cc1ccccc1-c1nnn(CC(=O)N(C)CC(=O)Nc2ccccc2C(F)(F)F)n1
-3	5	1	-0.1	1	7	-19	-2.5	-2	1	COc1cccc(CN(C)Cc2cc(=O)oc3cc(O)c(Cl)cc23)c1
8	22	-7	-4.7	-1	0	2	0.8	0	0	COc1ccc2c(C)cc(SCC(=O)Nc3cc(C(N)=O)cc(C(N)=O)c3)nc2c1
-3	6	25	-0.7	0	2	-5	-0.4	-1	-3	O=C(OCC(=O)N1CCCC1)c1cc(=O)c2ccccc2o1
-2	-4	21	-1.9	0	-13	-18	0.8	2	-1	CCOc1ccccc1C1C2CCCCC2(O)CCN1C(=O)c1cccs1 (centres undefined)
4	x	6	-0.6	-2	-1	-10	-0.9	2	-4	CCN(c1ccc(OC)cc1)c1ncnc2nc[nH]c12
10	3	-18	-1.9	-35	1	-8	1.2	2	-4	CCCn1c(/C=C/c2ccco2)nc2ccccc21
-2	0	-40	-0.3	-9	-2	-6	0.6	-1	3	COc1cccc(N2CCN(c3c(C#N)c(C(F)(F)F)nn3C)CC2)c1
7	-3	-30	-2.5	-5	14	-10	-1.2	1	-4	CCN(CC)C(=O)C1CCCN(c2ccc([N+](=O)[O-])cc2/C=N/NC(=O)c2cccc(O)c2)C1 (centres undefined)
-4	1	3	-0.5	-6	0	-2	0.0	-3	-2	c1ccc2c(c1)CCN(Cc1nnnn1Cc1ccc3c(c1)OCO3)C2
-3	0	14	1.2	-5	-2	2	113*	3	7	CS/C(=N\S(=O)(=O)c1ccc(N)cc1)NS(=O)(=O)c1cccs1
2	0	46	-1.6	-28	-4	5	0.6	0	-3	O=C(N/N=C1\CCc2ccccc21)c1ccncc1

Among those listed so far, two have two or more sulfur atoms:
cardiac RTF act	CAL PDZ FP-1	SR-BI uptake up	CAL PDZ FP-2	RTF Ca sens inh	Rtt109 Vps75	PKA-R2B act	C-LANA FP	DAGLB inhibitor	Keap1 Nrf2 FP	SMILES
-7	-1	4	-0.6	3	-7	-11	2.2	2	2	CCCCNC(=S)NNC(=O)c1sccc1C
-3	0	14	1.2	-5	-2	2	113*	3	7	CS/C(=N\S(=O)(=O)c1ccc(N)cc1)NS(=O)(=O)c1cccs1

(next part)
cardiac RTF act	CAL PDZ FP-1	SR-BI uptake up	CAL PDZ FP-2	RTF Ca sens inh	Rtt109 Vps75	PKA-R2B act	C-LANA FP	DAGLB inhibitor	Keap1 Nrf2 FP	SMILES
-2	1	8	0.3	-2	-1	3	0.3	-2	-4	COc1cc(OC)c(OC)cc1/C=N/n1c(COc2ccccc2)n[nH]c1=S
3	-1	-18	-0.8	-5	-1	6	1.2	2	-2	CC(C)C(NC(=O)c1cccc(S(=O)(=O)N2CCOCC2)c1)C(=O)NCc1ccc(Cl)cc1 (centres undefined)
1	1	-7	-0.4	-9	5	-10	0.6	0	-4	COC(=O)/C=C1\SC(=Nc2ccccc2)NC1=O
6	-5	x	-3.4	-8	-8	-4	-0.8	-2	2	Cc1ccc(NC(=O)CSc2ccc(-c3ccccn3)nn2)cc1F
2	-1	-6	-3.4	0	-9	-7	1.0	0	4	O=C(NCC1CCCO1)c1ccc(F)c2ccccc12 (centres undefined)
5	-1	-19	-2.2	-6	-2	0	1.5	-3	-2	CCCN(Cc1nnc(-c2ccccc2Cl)o1)C(=O)c1ccc(C)c(S(=O)(=O)N2CCOCC2)c1
-2	-1	20	-0.5	-9	3	2	0.5	-2	3	CC(C)c1ccc(NC(=O)CCCN2C(=O)NC(C)(C)C2=O)cc1
1	x	-7	-2.1	-12	5	0	0.4	-5	-7	O=C(COc1ccc2ccccc2c1Br)NCc1ccccn1
1	2	-13	-6.1	-3	-12	-4	-2.5	3	-1	COc1ccc(C(C)(C)C)cc1NC(=O)c1ccccc1-n1cnnn1
4	3	21	1.3	2	-10	-1	1.0	-1	0	Cc1ncc(C[n+]2ccc(C)c(C)c2)c(N)n1
-4	-3	12	0.0	8	6	-1	3.7	-3	-6	O=C1CCN(CCCc2ccccc2)CCN1CCO
-3	1	6	-1.1	-2	-4	3	1.0	-1	1	Nc1cccc(O)c1
-1	-1	-31	-2.0	1	7	8	-0.1	-1	-1	CC(C)CNC(=O)c1cc([N+](=O)[O-])ccc1N1CCCCC1
-4	-2	-21	0.2	-2	-5	-12	0.5	-5	-5	COc1cc(N/C=C(\C(C)=O)c2ccccc2)cc(OC)c1
-3	-1	24	-2.5	1	-3	10	-0.6	0	3	CSC1=N/C(=C\c2cccc(F)c2)C(=O)S1
-4	1	39	1.1	-4	7	-7	1.7	-12	3	CCOC(=O)c1ccc(S(=O)(=O)Nc2ccccc2-c2nnn(CC)n2)cc1
3	-3	6	-3.3	-12	5	-1	1.9	3	0	Cc1cc(OC(=O)C(C)(C)C)c([N+](=O)[O-])c(=O)[nH]1
3	-3	-2	-1.6	0	3	-3	-1.4	-4	-3	CCOc1ccccc1Nc1nc2ccccc2n2cnnc12
-1	x	8	0.6	5	-7	-11	0.5	-3	-6	O=C(Cn1nnc(-c2ccc(N3CCOCC3)cc2)n1)OC1CCCCC1
4	1	24	-2.0	-3	-3	-11	-1.0	-2	-3	Cc1ccc2[nH]c3c(=O)n(Cc4ccccn4)cnc3c2c1
1	-4	21	-0.2	2	2	4	-0.3	1	-2	Cn1ccnc1SCC(=O)Nc1nc2c(F)c(F)c(F)cc2s1
-1	x	18	-1.5	-11	0	-3	0.3	0	0	CN(C(=O)CN1CCC(NC(=O)C2CCCCC2)CC1)C1CCCCC1
-4	-2	27	-2.5	7	x	7	0.0	-5	1	CC(=O)N1c2ccccc2N(Cc2ccc([N+](=O)[O-])cc2)C(=O)C1(C)C
-9	5	3	-1.9	-3	5	3	-0.3	0	-5	Cc1ccc(NS(=O)(=O)c2ccc3c(c2)oc(=O)n3C)cc1C
4	-1	10	0.2	0	-2	-1	4.5	2	-6	COC(=O)c1ccc(SCC(=O)NC2CCCCC2)c([N+](=O)[O-])c1
5	-2	-21	-3.3	0	x	2	-1.5	5	-3	Cc1ccccc1Nc1nc(N)nc(CSc2nnnn2-c2ccccc2)n1
3	3	x	-2.1	-5	-3	-6	-0.1	-1	-2	CCC(=O)c1ccc(OCC(=O)Nc2cc(S(=O)(=O)N3CCCCC3)ccc2OC)cc1
x	x	19	-1.6	x	-3	x	0.8	x	-7	NS(=O)(=O)c1ccc(NNC(=O)c2ccc(F)cc2F)cc1
3	x	3	-0.5	3	0	4	1.4	-4	0	COc1ccc(C(=O)c2cn(-c3cccc(Br)c3)nc2C(C)=O)cc1
-6	-8	24	-1.0	-4	0	7	1.5	-2	1	COc1cc(NC(=S)N2CCN(C)CC2)cc(OC)c1
-4	2	3	-0.9	-9	3	-12	-1.0	1	-5	O=C(CSc1nnc(CNc2cccc(C(F)(F)F)c2)n1Cc1ccco1)NCc1ccco1
-6	2	-84	9.1	10	6	1	3.3	34	-4	CN(C)c1ccc(C=c2c3cc([N+](=O)[O-])ccc3n3c2cc(-c2ccccc2)[n+]3C)cc1
-9	1	-19	-0.7	6	10	10	0.6	-7	-5	Oc1ccccc1CNc1ncc(Br)cc1Br
-4	-2	19	-3.1	-12	7	0	-2.2	4	-1	COc1cc2nc(Nc3ccc(F)cc3)nc(N)c2cc1OC
1	x	3	-1.9	-9	8	7	-0.7	9	-6	CC1CCN(c2c(NCc3ccc(C(=O)NCC4COc5ccccc5O4)cc3)c(=O)c2=O)CC1 (centres undefined)
